miR-122 sensor: inhibitors of miR-122 in Huh7 cells | Huh7 miR-122 Renilla luciferase sensor, 48 h; neutral wells = 0, positive control = 100 | activation (reporter increase), % at 12.5 µM | actives 0.3% (n = 340,000);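 active = mean replicate activation score at least 90 and every replicate individually at or above 90; inconclusive = only one of the two criteria met; inactive = neither criterion met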;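 also: higher luciferase means less miR-122 activity so hits act as miR-122 inhibitors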
SIRT5 inh: blocks human SIRT5 desuccinylation of peptide. Q9NXA8. Purified SirT5, succinyl-peptide AMC, trypsin-coupled fluorescence. inhibition, % at 15 µM. actives 1.1% (n = 330,000); in the data active = inhibition above about 15%; inconclusive = no clear call, values can overlap the other calls
Target sequence (Q9NXA8 whole entry, looked up): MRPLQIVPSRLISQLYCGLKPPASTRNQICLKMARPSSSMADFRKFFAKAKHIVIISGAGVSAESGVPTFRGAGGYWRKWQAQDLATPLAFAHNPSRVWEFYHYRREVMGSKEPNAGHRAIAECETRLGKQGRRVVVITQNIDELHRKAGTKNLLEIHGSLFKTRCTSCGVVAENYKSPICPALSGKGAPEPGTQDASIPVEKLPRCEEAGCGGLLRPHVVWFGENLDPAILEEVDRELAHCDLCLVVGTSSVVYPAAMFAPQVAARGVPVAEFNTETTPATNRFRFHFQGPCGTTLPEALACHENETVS
CASP6 VEID inh: blocks human caspase-6 cleavage activity; P55212; AID 686996; actives 0.53% (n = 350,000); purified caspase-6, Z-VEID-R110 cleavage fluorescence; inhibition, % at 12.5 µM;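 active = mean inhibition across replicates at least about 35%, with every replicate also reaching that limit, limit read from the data; inconclusive = only one of the two criteria met; inactive = neither criterion met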;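 also: 0% = median of neutral control wells and 100% = no fluorescence left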
Target sequence (P55212 24-179 limits assumed): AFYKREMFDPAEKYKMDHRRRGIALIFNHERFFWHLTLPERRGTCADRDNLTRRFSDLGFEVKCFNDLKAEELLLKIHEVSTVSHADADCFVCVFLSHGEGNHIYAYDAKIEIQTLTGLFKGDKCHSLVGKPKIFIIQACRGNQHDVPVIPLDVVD
Target sequence (P55212 194-293 limits assumed): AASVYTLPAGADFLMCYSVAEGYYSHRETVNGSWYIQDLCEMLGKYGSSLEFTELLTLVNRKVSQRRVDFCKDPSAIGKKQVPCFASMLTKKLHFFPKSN
ERAP1 inh: ERAP1 (human) enzyme inhibition; Q9NZ08; inhibition, % at 10.7 µM; actives 0.15% (n = 340,000); recombinant ERAP1, Leu-AMC fluorescence, 60 min;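 active = mean replicate inhibition of at least 30%, or all replicates individually reaching that 30% level; inactive = mean below 30% and not every replicate reaching it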;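 also: 0% = neutral control wells and 100% = L-leucinethiol positive control wells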
DENV2 CPE: inhibitors of DENV2 cytopathic effect; DENV2-infected cells, cytopathic effect rescue, plate reader; CPE inhibition, % at 9.99 µM; actives 1.7% (n = 350,000); AID 651640; in the data active = CPE inhibition above about 20%, passing the limit was not always enough; inconclusive = no clear call, values can overlap the other calls; tested in BHK-21 cells;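 also: 0% = median of neutral control wells and 100% = median of positive control wells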
ERp5 inh: inhibitors of human ERp5. ERp5 insulin aggregation, absorbance 650 nm, 90 min. inhibition, % at 9.99 µM. actives 0.05% (n = 350,000). AID 651711;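 active = mean replicate inhibition above about 25%, with every replicate also reaching it, limit read from the data, passing the limit was not always enough; inconclusive = only one of those two criteria met; inactive = neither criterion met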
Target sequence (Q15084 whole entry, looked up): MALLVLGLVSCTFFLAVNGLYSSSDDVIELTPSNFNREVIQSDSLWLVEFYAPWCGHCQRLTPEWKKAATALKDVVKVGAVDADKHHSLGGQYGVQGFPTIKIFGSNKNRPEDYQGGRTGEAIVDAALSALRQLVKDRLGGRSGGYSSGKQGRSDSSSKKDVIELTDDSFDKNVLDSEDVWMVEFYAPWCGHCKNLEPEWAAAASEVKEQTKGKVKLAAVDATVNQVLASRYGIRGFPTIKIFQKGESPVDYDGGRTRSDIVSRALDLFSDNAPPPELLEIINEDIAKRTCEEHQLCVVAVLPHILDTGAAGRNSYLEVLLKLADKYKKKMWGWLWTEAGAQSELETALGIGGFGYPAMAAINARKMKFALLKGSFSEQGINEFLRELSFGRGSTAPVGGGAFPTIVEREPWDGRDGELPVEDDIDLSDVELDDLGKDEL
F508del corr: CFTR F508del correction in bronchial cells | CFBE cells, YFP halide quenching; stimulated with forskolin plus potentiator P3; % fluorescence drop versus neutral controls | activity (quench increase), % at 7.58 µM | actives 0.36% (n = 350,000) | AID 720511;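 active = mean added fluorescence quench of at least 8% versus neutral control, with both replicates also reaching 8%; inconclusive = only one of the mean or replicate conditions met; inactive = mean below 8% and not both replicates reaching 8%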;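 also: cells transiently co-express mutant CFTR-F508del with the halide-sensitive YFP; corrector assay measuring rescue of mutant channel to the surface after 24 h compound exposure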
The depositor's hits bear a star; ? = inconclusive; nt = not tested or not shown; & = joins results of further samples; [ ] = dose if it differs, or a comment.

SMILES	miR-122 sensor	SIRT5 inh	CASP6 VEID inh	ERAP1 inh	DENV2 CPE	ERp5 inh	F508del corr
COc1ccc(S(=O)(=O)N(C)C[C@@H]2OCCCC[C@@H](C)Oc3ccc(NC(=O)NC4CCCCC4)cc3C(=O)N([C@H](C)CO)C[C@H]2C)cc1	-4[16.7 µM]	6	-1	2	1	2	-4.9
C[C@@H]1CN([C@@H](C)CO)C(=O)c2cc(NC(=O)C3CCCCC3)ccc2O[C@@H]1CN(C)Cc1ccc(C(=O)O)cc1	-6[16.7 µM]	-1	0	-1	-4	-4	2.8
O=C(CN1C(=O)CC(c2ccccc2)S(=O)(=O)c2ccccc21)N1CCCCC1 (stereo not drawn)	nt	-31	-1	2	-3	2	-1.3
O=C(Nc1ccc(Cl)c(Cl)c1)N[C@@H]1CC[C@@H](CCNC(=O)c2ccc(F)cc2)O[C@H]1CO	-5[16.7 µM]	-2	0	-1	8	6	5.0
COc1ccc(-c2ccc(C(=O)O)o2)c([N+](=O)[O-])c1	nt	6	3	4	9	1	0.7
CN1C[C@H]2[C@@H](c3ccccc31)[C@@H](CO)N2C(=O)c1ccccn1	26[16.7 µM]	1	-2	-1	13	-2	2.5
O=C1/C(=C/c2ccc(O)cc2)COc2ccccc21	5	nt	-2	-1	-3	-2	-4.2
OCCN(CCO)c1cc2c3ccccc3ccc2c2ccccc12	-2	0	0	-3	15	-1	0.4
CCCN(CC1CC1)c1cc2c(c3c1ccn3C)C1CCC2O1 (stereo not drawn)	5	-1	5	1	14	5	-1.5
CCCC(=O)N1CC2(CCN(C(=O)C3CC3)CC2)c2c(n(C)c3cc(OC)ccc23)[C@@H]1CO	nt	-2	-4	2	-4	-3	-2.0
CCN(C[C@@H]1N[C@H](CO)[C@@H]1c1ccccc1)C(=O)c1ccccc1	-18[16.7 µM]	0	-2	3	-2	3	1.0
C[C@@H]1CN([C@@H](C)CO)C(=O)c2cc(NS(=O)(=O)c3ccccc3)ccc2O[C@@H]1CN(C)Cc1ccc(Cl)c(Cl)c1	-1[16.7 µM]	11	-1	1	1	4	0.6
O=C(NC1CCCC1)C(c1ccccc1F)N(C(=O)c1csnn1)C1CC1 (stereo not drawn)	-7	-6	-1	0	-2	-1	0.4
COc1cccc(C(=O)Oc2ccc(/C=N/NC(=O)c3ccncc3)cc2OC)c1	-7	21*	3	-2	-2	2	-1.4
Cc1ccc(C)c(OC(=O)c2cccnc2Cl)c1C	1	14	-5	-6	3	-1	-0.6
CCN(C(=O)CSc1nnc(C)n1Cc1ccccc1)C1CCS(=O)(=O)C1 (stereo not drawn)	-3	-2	-2	4	-4	10	-1.4
COc1ccccc1NC(=O)C(C)OC(=O)CC1CCCCC1 (stereo not drawn)	5	1	-4	2	1	-4	1.2
S=C(NCC1CCCO1)Nc1ccc(Cl)c(Cl)c1 (stereo not drawn)	45	0	-1	0	1	2	1.0
CC1(C(=O)NS(=O)(=O)Cc2cccc(Cl)c2)CCN1C(=O)C1(c2ccc(Cl)cc2)CCC1 (stereo not drawn)	4	4	6	-4	2	-3	0.4
C=C1C(C(=O)N2CCN(C)CC2)C1C(=O)N1CCN(C)CC1 (stereo not drawn)	-3	0	-131	7	?	-1	-2.1
C[C@@H]1CN([C@@H](C)CO)C(=O)c2cc(N(C)C)ccc2O[C@@H](C)CCCCO[C@H]1CN(C)Cc1ccc2c(c1)OCO2	1&7[16.7 µM]	-1	1	3	-1	1	0.8&0.5
COc1ccc(-c2nn(-c3ccccc3)cc2C(=O)N(C)CC(=O)Nc2ccc(N3CCOCC3)cc2)cc1	nt	1	1	-5	1	0	-2.8
CCCC#Cc1ccc2c(c1)O[C@@H](CN(C)C)[C@@H](C)CN([C@H](C)CO)S2(=O)=O	-2[16.7 µM]	-2	0	-1	-5	-5	0.5
Cc1ccc(S(=O)(=O)NCC[C@H]2CC[C@H](NS(=O)(=O)c3ccccc3Cl)[C@@H](CO)O2)cc1	nt	-11	1	1	?	1	-1.2
C/C(=N\NC(=O)CCC(=O)Nc1ccc(C)c(C)c1)C1CC1	3	-3	-4	1	5	5	-0.7
SMILES	miR-122 sensor	SIRT5 inh	CASP6 VEID inh	ERAP1 inh	DENV2 CPE	ERp5 inh	F508del corr
CCOc1ccc(N2CC(C(=O)Nc3ccccc3N3CCCC3)CC2=O)cc1 (stereo not drawn)	8	1	1	-1	-5	-1	4.3
C=CCC1NS(=O)(=O)OCC1C(C)C (stereo not drawn)	3	nt	-1	0	3	-1	1.3
CCCCn1c(C23CC4CC(CC(C4)C2)C3)n[nH]c1=S	-22	-1	-1	1	-3	1	1.2
O=C(C[C@@H]1C[C@@H]2c3cc(NC(=O)Nc4ccc(C(F)(F)F)cc4)ccc3O[C@@H]2[C@@H](CO)O1)NCc1ccc2c(c1)OCO2	3[16.7 µM]	nt	-4	0	6	-5	-0.4
CCn1c(SCC(=O)NCc2ccco2)nc2cccnc21	0	-1	0	2	nt	-6	nt
O=C(CCn1nc(-c2ccc(Cl)cc2)ccc1=O)N1CCOCC1	nt	-5	2	3	nt	3	nt
CN1CCN(C(=O)CN(C)S(=O)(=O)c2cc(Cl)ccc2Cl)CC1	-7	-1	2	-1	-2	5	-0.6
CN(C(=O)c1ccccc1C(=O)OCC(=O)c1ccc(F)c(F)c1)C1CCCCC1	24	1	0	2	-4	-5	1.3
COCOCCn1cc(CN2CCS(=O)(=O)N(Cc3ccc(-c4ccc(OC)c(OC)c4)cc3)C(CC(C)C)C2=O)nn1 (stereo not drawn)	-10	0	4	-3	-11	2	2.7
COc1ccc(NC(=O)CSc2nc3nc(C)cc(C)c3c(=O)[nH]2)cc1OC	-1	2	-3	-1	4	nt	-0.6
CSc1ccccc1NC(=O)c1cc(-c2cccnc2)nc2ccc(Br)cc12	-4	-2	-2	0	-2	-2	0.7
C[C@H](CO)N1C[C@H](C)[C@H](CN(C)C(=O)c2ccccn2)Oc2ncc(C#Cc3ccccn3)cc2C1=O	nt	0	4	5	5	2	-2.3
COc1ccccc1NS(=O)(=O)c1cc(NC(=O)c2sc3cc(Cl)ccc3c2Cl)ccc1C	nt	-2	-3	1	6	-4	-4.0
O=C(Nc1ccc(F)c(Cl)c1)C1CC(=O)N(Cc2ccco2)C1 (stereo not drawn)	9	0	4	0	3	-5	-0.7
CCCS(=O)(=O)N1CCN=C1SCc1cccnc1	nt	-3	-14	-3	2	-3	-1.2
Cc1ccc(-c2nn(C)c(=O)c3ccccc23)cc1CN1CCCCC1	nt	0	2	3	-2	0	0.0
CO[C@H]1CC[C@@H]2CCOc3c(C#N)cccc3C(=O)N(C)C[C@@H](c3ccccc3)CC(=O)N(C)C[C@H]1O2	nt	2	-3	3	4	-1	-1.2
CCOc1ccc(S(=O)(=O)N2CCOCC2)cc1NC(=O)CCN1C(=O)NC2(CCCC2)C1=O	-5	nt	0	-1	5	1	-0.2
O=C(C1CCCCC1)N1CC[C@@H]2[C@@H](CO)Nc3ccc(Br)cc3[C@@H]21	-4[16.7 µM]	7	1	1	15	0	5.6
CCOC(=O)C1=C(C)n2c(s/c(=C/c3cccc([N+](=O)[O-])c3)c2=O)=NC1c1ccc(O)c(OC)c1 (stereo not drawn)	-5	-10	-3	0	12	0	-0.7
COc1ccc(C(=O)Nc2ccccc2C(=O)NCCN2CCOCC2)cc1	-5	-1	-3	11	0	-5	-0.7
C[C@@H]1CN([C@H](C)CO)C(=O)Cc2cc(NS(=O)(=O)c3ccc(Cl)cc3)ccc2O[C@@H]1CN(C)Cc1ccc(Oc2ccccc2)cc1	-1[16.7 µM]	11	0	-4	6	9	2.0
COc1ccc(N(CC(=O)N2CCOCC2)S(C)(=O)=O)cc1OC	0	-1	0	-2	-1	5	-1.1
COc1ccccc1NC(=O)c1cc2c(=O)n(C)c3ccccc3c2n1C	-20	2	2	-5	-2	0	0.5
CSCCC(C(=O)NC1CCCC1)n1c(C2CCCC2)nc2ccccc21 (stereo not drawn)	nt	nt	-12	-3	-4	-4	-2.4

Retrieved one by one from above, 2 records:
SMILES	miR-122 sensor	SIRT5 inh	CASP6 VEID inh	ERAP1 inh	DENV2 CPE	ERp5 inh	F508del corr
CCCS(=O)(=O)N1CCN=C1SCc1cccnc1	nt	-3	-14	-3	2	-3	-1.2
Cc1ccc(-c2nn(C)c(=O)c3ccccc23)cc1CN1CCCCC1	nt	0	2	3	-2	0	0.0

Next entries:
SMILES	miR-122 sensor	SIRT5 inh	CASP6 VEID inh	ERAP1 inh	DENV2 CPE	ERp5 inh	F508del corr
C[C@H](CO)N1C[C@H](C)[C@@H](CN(C)C)Oc2cc(C#Cc3cccnc3)ccc2S1(=O)=O	-9[16.7 µM]	9	-10	1	-6	0	-0.1
Cc1cc(C)c(C#N)c(Nc2ccccc2C)n1	4	-2	2	2	7	2	-1.3
C#CCN1C=CC(=O)[C@@H](OC(=O)Nc2ccc(OC)cc2)[C@H]1c1ccccc1Br	0	8	nt	-7	19	-1	0.9
C#CCOC(=O)Nc1ccc(OCC(F)(F)F)nc1	-1	-5	-1	5	-4	1	-3.2
Clc1ccc(-c2nc3c4ccccc4ccn3c2Cc2ccsc2)cc1	nt	-1	-5	2	5	7	1.1
CO[C@@H]1CN(C)C(=O)c2cc(NC(=O)Nc3ccccc3F)ccc2OC[C@H](C)N(Cc2ccccc2C(=O)O)C[C@H]1C	nt	nt	-2	0	-11	-6	-0.3
CCOC(=O)C1=C(C)NC(C)=C(C(=O)OCC)C1C(=O)OCC(=O)NC(C)c1ccccc1 (stereo not drawn)	0	-2	46*	19	-9	5	-3.3
COC(=O)[C@@]12CCCN1[C@H](c1ccc(-c3ccccc3)cc1)[C@@H]1C(=O)N(C)C(=O)[C@@H]12	nt	-4	5	-1	66*	0	-5.4
C=CCSc1nnc(CNS(=O)(=O)c2ccc(C)cc2)n1C	-5	-4	1	5	4	4	0.1
COc1ccccc1-c1c(C(F)(F)F)oc2cc(OS(C)(=O)=O)ccc2c1=O	-3	-1	0	1	-10	-1	-1.4
Nc1ncnc2c1ncn2[C@@H]1O[C@H](C(=O)NS(=O)(=O)c2ccccc2[N+](=O)[O-])[C@@H](O)[C@H]1O	-2	0	3	-1	0	-3	-0.2
CCN(CC)C(=O)[C@H]1C[C@H](CC(=O)NCCCOC)C(=O)N2CCc3c([nH]c4cc(-c5ccco5)ccc34)[C@]12C	nt	-11	0	-2	-8	1	-0.8
CC1=NN(C(=O)c2ccco2)C(O)(c2ccccc2)C1 (stereo not drawn)	-4	-2	2	1	2	-3	1.4
CCOc1ccc2cc(C#N)c(SCC(=O)N3CCOCC3)nc2c1	1	-9	2	3	nt	-1	nt
Cc1noc(C)c1NC(=O)N(C)C[C@H]1OCCCC[C@@H](C)Oc2ccc(NS(=O)(=O)c3cn(C)cn3)cc2C(=O)N([C@@H](C)CO)C[C@H]1C	6[16.7 µM]	nt	nt	nt	-2	nt	0.4
CCCC#Cc1ccc([C@@H]2[C@H](CO)N3C(=O)CN(C(=O)NC4CCCC4)C[C@@H]23)cc1	nt	-4	1	-1	-9	1	0.0
COc1ccc(S(=O)(=O)Nc2ccc3c(c2)C(=O)N([C@H](C)CO)C[C@@H](C)[C@@H](CN(C)Cc2ccc4c(c2)OCO4)O3)cc1	-5[16.7 µM]	3	1	-1	7	-6	2.3
O=[N+]([O-])c1ccc(CSC2=NCCN2)cc1	-9	0	1	-3	-5	3	5.4
COc1cccc(C(=O)CSc2nccn2C)c1	-6	7	-1	nt	-1	2	1.2
CCOC(=O)c1cccc(NS(=O)(=O)c2c(C(=O)N3CCCCCC3)c(C)n(C)c2C)c1	32	13	2	3	-7	3	1.3
C[C@H]1CN([C@@H](C)CO)C(=O)c2cc(NC(=O)Nc3ccc4c(c3)OCO4)ccc2O[C@@H]1CN(C)S(=O)(=O)c1ccc(F)cc1	1[16.7 µM]	2	-1	-2	10	-3	1.3
C[C@@]12CCC[C@H](O1)[C@@H]([C@H](O)c1ccccc1)O2	3	-3	0	-1	-2	3	-0.3

Taken from above.
F508del corr with CO[C@@H]1CN(C)C(=O)c2cc(NC(=O)Nc3ccccc3F)ccc2OC[C@H](C)N(Cc2ccccc2C(=O)O)C[C@H]1C stands at -0.3
DENV2 CPE with Cc1cc(C)c(C#N)c(Nc2ccccc2C)n1 stands at 7
ERp5 inh with C[C@H]1CN([C@@H](C)CO)C(=O)c2cc(NC(=O)Nc3ccc4c(c3)OCO4)ccc2O[C@@H]1CN(C)S(=O)(=O)c1ccc(F)cc1 stands at -3

Source: PubChem BioAssay (Broad Institute)
